Bioassay records as filed in PubChem.
GLS inhibitor = blocks human kidney-isoform glutaminase activity | Potency, µM (doses to about 45.5 µM), inactives show at the top dose activity change, negative = inhibition, most hits filed as inhibitors | GLS enzymatic activity, qHTS titration | O94925 | 410,000 compounds, 0.21% hits; note: potency is the fitted concentration of half-maximal effect; % is set by controls: 0 for no effect and ±100 for the full control effect
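Human kidney-isoform GLS in 45 mM KH2PO4 pH 8.2, 0.02% Tween-20, with compound, started with 1mM L-Glutamine (added stock). Glutamate oxidase/HRP/Amplex red coupled fluorescence read at start and after 30 min at RT.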
Pol eta inh = inhibitors of human DNA polymerase eta. recombinant Pol eta, fluorescent DNA replication assay. 390,000 compounds, 1.2% hits. AID 588591. Potency, µM (titrated, usually from 114 µM), without a hit: top-dose activity change, negative = inhibition, hits mostly inhibitors; note: potency is the fitted concentration of half-maximal effect; % is set by controls: 0 for no effect and ±100 for the full control effect
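Pol eta (10 nM) was preincubated with compounds for 15 min at room temperature, after which fluorescent replication substrate (50 nM final) was added to start the reaction. Fluorescence was read kinetically at 0 and 10 min.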
G9a inh = inhibitors of human histone lysine methyltransferase G9a | Q96KQ7 | G9a H3K9 monomethylation, AlphaScreen, 2 h | Potency, µM (doses to about 102 µM), for inactives: at the highest dose activity, negative = inhibition, usual class: inhibitors | 350,000 compounds, 8.8% hits; note: potency is the fitted concentration of half-maximal effect; % is set by controls: 0 for no effect and ±100 for the full control effect; nearly all actives have a fitted effect of over 75% in size
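AlphaScreen read-out: biotin-H3K9 peptide (500 nM) methylation by 20 nM enzyme with 20 uM SAM, 2 h at room temperature after 15 min compound preincubation; anti-monomethyl H3K9 antibody plus donor/acceptor beads, 10 min dark.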
BAZ2B inh = inhibitors of human BAZ2B bromodomain | Potency, µM (top dose mostly 114 µM), inactives show at the highest dose activity change, negative = inhibition, most hits filed as inhibitors | AID 504333 | Q9UIF8 | AlphaScreen BAZ2B-H3K14Ac peptide displacement | 360,000 compounds, 4.4% hits; note: potency is the fitted concentration of half-maximal effect; % is set by controls: 0 for no effect and ±100 for the full control effect; nearly all actives have a fitted effect of over 60% in size
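Inhibition is scored as reduced AlphaScreen emission. The BAZ2B/b-H3(5-23)K14Ac complex (50 nM each) in PBS pH 7.4, 0.01% Tween-20 meets compound (up to 110 uM) for 30 min at RT before bead addition.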
JMJD2A Tudor inh = JMJD2A Tudor domain (human) inhibition; O75164; AlphaScreen JMJD2A-Tudor / H3K4me3 peptide binding; Potency, µM (titrated, usually from 114 µM), inactives show top-dose activity change, negative = inhibition, usual class: inhibitors; 390,000 compounds, 4.4% hits; note: potency is the fitted concentration of half-maximal effect; % is set by controls: 0 for no effect and ±100 for the full control effect; nearly all actives have a fitted effect of over 50% in size
Target sequence (O75164 whole entry, looked up, the tested form may be a part): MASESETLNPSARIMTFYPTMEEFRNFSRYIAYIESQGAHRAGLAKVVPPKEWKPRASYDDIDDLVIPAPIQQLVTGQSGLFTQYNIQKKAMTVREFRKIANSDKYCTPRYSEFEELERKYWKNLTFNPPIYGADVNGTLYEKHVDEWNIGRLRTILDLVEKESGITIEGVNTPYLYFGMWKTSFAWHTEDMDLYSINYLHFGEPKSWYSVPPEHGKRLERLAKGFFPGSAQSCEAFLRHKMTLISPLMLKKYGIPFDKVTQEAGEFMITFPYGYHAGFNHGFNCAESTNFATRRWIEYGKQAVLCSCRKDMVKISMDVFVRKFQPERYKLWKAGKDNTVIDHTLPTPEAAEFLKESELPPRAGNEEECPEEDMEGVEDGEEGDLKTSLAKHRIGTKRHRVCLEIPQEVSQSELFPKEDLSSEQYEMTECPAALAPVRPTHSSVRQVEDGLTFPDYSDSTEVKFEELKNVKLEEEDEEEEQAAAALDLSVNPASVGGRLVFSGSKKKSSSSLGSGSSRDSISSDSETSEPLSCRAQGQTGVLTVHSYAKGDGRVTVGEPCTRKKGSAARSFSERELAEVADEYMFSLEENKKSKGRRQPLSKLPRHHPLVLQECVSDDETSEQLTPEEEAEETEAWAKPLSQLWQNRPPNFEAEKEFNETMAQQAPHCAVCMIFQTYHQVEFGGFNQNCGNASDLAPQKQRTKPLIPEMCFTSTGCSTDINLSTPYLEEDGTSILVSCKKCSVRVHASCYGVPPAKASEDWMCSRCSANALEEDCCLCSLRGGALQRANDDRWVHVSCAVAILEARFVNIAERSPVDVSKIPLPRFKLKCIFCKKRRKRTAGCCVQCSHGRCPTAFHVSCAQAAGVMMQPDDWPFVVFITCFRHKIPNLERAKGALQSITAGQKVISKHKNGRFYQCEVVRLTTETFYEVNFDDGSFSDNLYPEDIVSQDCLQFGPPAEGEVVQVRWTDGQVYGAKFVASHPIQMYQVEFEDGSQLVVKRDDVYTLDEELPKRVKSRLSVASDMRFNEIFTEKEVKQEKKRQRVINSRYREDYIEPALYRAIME
PGK inhibitor = inhibitors of T. brucei phosphoglycerate kinase; 380,000 compounds, 0.043% hits; Potency, µM (doses to about 57.5 µM), for the others: top-dose activity change, negative = inhibition, hits mostly inhibitors; PGK/GAPDH coupled, Kinase-Glo luminescence, 60 min; note: potency is the fitted concentration of half-maximal effect; % is set by controls: 0 for no effect and ±100 for the full control effect; nearly all actives have a fitted effect of over 60% in size
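Recombinant glycosomal PGK reaction used 1,3-bisphosphoglycerate generated in-well by GAPDH (100nM final) in 100mM TEA pH 7.6, 5mM MgCl2, 0.01% Tween-20. After 60 minutes at room temperature, ATP was read by Kinase-Glo Plus luminescence end-point.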
HP1b chromo inh = inhibitors of HP1-beta chromodomain binding to methylated histone tails. P83916. AlphaScreen HP1-beta / biotin-H3K9me3 peptide binding. Potency, µM (top dose mostly 114 µM), inactives show at the highest dose activity change, negative = inhibition, hits mostly inhibitors. 390,000 compounds, 0.56% hits; note: potency is the fitted concentration of half-maximal effect; nearly all actives have a fitted effect of over 70% in size; inactives centre near 23
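HP1-beta protein (50 nM final) preincubated 30 min at room temperature with biotinylated H3(1-18)K9me3 peptide (50 nM) in PBS pH 7.4, 0.01% Tween-20, then compound added for 30 min. AlphaScreen streptavidin donor/nickel chelate acceptor beads (10 ug/mL final), 30 min dark, luminescence read.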
Pin1 inhibitor = human Pin1 inhibition; Potency, µM (series often up to 115 µM), for inactives: at the top dose activity, negative = inhibition, hits mostly inhibitors; AID 504891; Pin1 FP peptide displacement, HiFluor488, 10 min; 390,000 compounds, 0.009% hits; Q13526; active = well fitted inhibition curve with a large enough effect in the polarisation, with a control signal flat, not every such curve was filed as active; inconclusive = small, poorly fitted or top-dose-only effect, or effect the other way, or a change in a side signal; inactive = no such curve, though single readings can be large or run the other way; the % refers to the polarisation; note: potency is the fitted concentration of half-maximal effect; % is set by controls: 0 for no effect and ±100 for the full control effect
PI4K2A block = PI4K2A (human) kinase inhibition; purified PI4K2A, ADP-Glo luminescence, 1 h; stronger effect = lower value; activity change, negative = inhibition, % at 76.9 µM; AID 1346378; Q9BTU6; 420,000 compounds, 0.13% hits; in the data active = activity change below about -50%; inconclusive = mostly about -30% to -49%;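 note: -100% = wells without enzyme as full effect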
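PI4K2A activity was measured by ADP-Glo luminescence: enzyme (4 ug/mL stock) and phosphatidylinositol (1.2 mM stock) in Tris pH 7.5/MgCl2/EGTA/Triton X-100 buffer were reacted with ATP (300 microM stock) for one hour at ambient temperature.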
* hit, by the source's call; i = inactive; ? = inconclusive; . = not tested or not shown; & = joins results of further samples; [ ] = remark or other dose. Unless noted, calls come from the whole dose curve; as a rule, active = well fitted curve in the direction sought with a large enough effect; inconclusive = small, poorly fitted or top-dose-only effect, or another doubt; inactive = no such curve, though single readings can be large; an effect the other way counts as inactive or inconclusive. Not all compounds are listed; the hit share may differ from the screen's.

SMILES	GLS inhibitor	Pol eta inh	G9a inh	BAZ2B inh	JMJD2A Tudor inh	PGK inhibitor	HP1b chromo inh	Pin1 inhibitor	PI4K2A block
COC(=O)c1sc(C(C)(C)C)cc1CS(=O)(=O)c1ccc(Cl)cc1	1%	-7%	60%[activator][59 µM]	-2%	4%	-6%	64%[activator]	-8%	-17
Nc1ccn([C@H]2CC[C@@H](CO)O2)c(=O)n1	-19%&-4%	-1%[57.1 µM]	8%[59 µM]	-2%&4%	-3%	-1%	40%[activator]	-7%	-2&-4&4
COC(=O)c1cc(C(=O)c2ccc(Cl)cc2Cl)cn1C	-3%	-23%	46%[activator]	5%	-5%	-5%	26%	-1%	-1
CCCOc1ncnc2c1[nH]c1ccccc12	3%	-5%	10%[59 µM]	-4%	-9%	-4%	30%	-3%	-2
CCOC(=O)C1CCCN(C(=O)c2cccc(NC(=O)c3nsc4ccccc34)c2)C1 (centres undefined)	1%	-20%	-41%[59 µM]	?	-15%	i	25%[57 µM]	1%	2
CN(C(=S)SCc1ccccc1)C1CCS(=O)(=O)C1 (centres undefined)	4%	-10%	-24%	-18%	-6%	-2%	24%	-2%	-3
O=C(NC1CC2CCC(C1)N2Cc1ccco1)c1ccccc1 (centres undefined)	1%	-1%	21%[59 µM]	-1%	1%	-7%	28%	-1%	4
CCOC(=O)C(NC(=O)CC(C)C)(Nc1cc(C)on1)C(F)(F)F (centres undefined)	1%	-7%	-32%[12.7 µM]	1%	7%	-12%	26%	-5%	-3
C#CCOCCOCCOCCNc1nc(OC)nc(N2CCN(C(=O)[C@H](CCC(=O)O)n3cc(C(N)CO)nn3)CC2)n1 (some centres undefined)	-1%	-6%	-6%[2.33 µM]	79µM*	79µM*	-14%	-12%	-16%	-3
COc1ccc(C2=NN(C(=O)c3ccccc3)C(c3cccc([N+](=O)[O-])c3)C2)cc1 (centres undefined)	-10%	-19%	?	?	-33%	i	22%	0%	1

Brought forward from above: two entries, then new ones.
SMILES	GLS inhibitor	Pol eta inh	G9a inh	BAZ2B inh	JMJD2A Tudor inh	PGK inhibitor	HP1b chromo inh	Pin1 inhibitor	PI4K2A block
C#CCOCCOCCOCCNc1nc(OC)nc(N2CCN(C(=O)[C@H](CCC(=O)O)n3cc(C(N)CO)nn3)CC2)n1 (some centres undefined)	-1%	-6%	-6%[2.33 µM]	79µM*	79µM*	-14%	-12%	-16%	-3
COc1ccc(C2=NN(C(=O)c3ccccc3)C(c3cccc([N+](=O)[O-])c3)C2)cc1 (centres undefined)	-10%	-19%	?	?	-33%	i	22%	0%	1
CC1=CC(C)(C)N(C(=O)CN2C(=O)CCC2=O)c2ccc(C)cc21	2%	-11%	5%	0%	5%	-3%	38%[activator]	-3%	1
O=C(Cn1c(-c2cccs2)cc2ccccc21)NCCCN1CCN(c2cccc(Cl)c2)CC1	2%	-5%	?	25µM*	?	12%	37%	7%	-2
O=S(=O)(/N=C(/Nc1cccnc1)c1ccccc1)c1ccc(F)cc1F	9%	-7%	.	.	-27%	i	14%	-2%	2
O=C(NCCO)c1ccc2[nH]c3ccccc3c2c1	3%	-9%	-11%[59 µM]	-2%	-25%	-5%	15%	-13%	-2
CCN(CC)C1CC(=O)N(c2cccc(Cl)c2)C1=O (centres undefined)	10%	-4%	8.9µM*	-5%	-7%	-4%	31%	2%	-11
COc1ccccc1CNc1nc2c(S(=O)(=O)c3ccc(C)c(C)c3)nnn2c2ccc(Cl)cc12	?	?	6%[59 µM]	2%	-9%	6%	32%	2%	-3
COCCN1CCn2c(nc3cc(NC(=O)NC4CCCCC4)ccc32)C1	3%	3%	?	-34%	?	2%	40%[activator]	1%	2
CSc1ccc(S(=O)(=O)N2CCC(C(=O)Nc3ccccc3C(F)(F)F)CC2)cc1	-6%	-11%	6%	-20%	-13%	9%	18%	1%	6
FC(F)Oc1ccc(-n2cc(-c3ccc(Cl)cc3)[n+]3c2CCCCC3)cc1	-4%	-18%	5%	?	-7%	3%	54%[activator]	4%	-2
CC(NC(=O)C(NS(=O)(=O)c1cccc2nsnc12)C(C)C)c1ccccc1 (centres undefined)	-3%	-18%	18%	3%	-17%	-4%	29%	0%	1
CC(=O)c1ccc(NC(=O)c2cccc(NC(=O)N3CCSc4ncccc43)c2)cc1	4%	-4%	?	-11%	6%	0%	35%	3%	2
O=C(NCc1cccs1)Nc1cc(Cl)ccc1Cl	0%	-3%	-19%	1%	-1%	3%	24%	5%	5
COc1ccc(S(=O)(=O)Nc2ccc(-c3ccc(N4CCCC4)nn3)cc2)cc1C	3%	-3%	4%	-7%	-10%	-9%	12%	17%	4
COc1ccccc1C(=O)N=c1sc2c(C)ccc(OC)c2n1C	0%	-17%	56%[activator]	0%	8%	6%	68%[activator]	1%	0
CC(C)Oc1ccc(CCC(=O)NNC(=S)Nc2ccccc2)cc1	?	-2%	?	15%	-11%	2%	18%	1%	-4
Cc1c(C(=O)N2CCC(C(N)=O)CC2)sc(N)c1C#N	16%	-13%	?	0%	-9%	.	15%	3%	-1
CCCc1[nH]nc2c1C(c1ccc(OC)cc1OC)C(C#N)=C(N)O2 (centres undefined)	37%[activator]	-3%	2%[12.7 µM]	-8%	-4%	0%	38%	?	-10
COc1ccc(CNC(=O)CN2C(=O)CSc3ccc(S(=O)(=O)N4CCCCC4)cc32)cc1	-8%	-11%	9%[59 µM]	-19%	-8%	-11%	30%	?	-2
CC(=O)Nc1ccc(C(=O)COC(=O)C2CC2C)c(F)c1 (centres undefined)	2%	-7%	?	-2%	-8%	-6%	39%[activator]	4%	-1
CNC(=O)C[C@H]1C(=O)N(C2CCCCC2)C[C@@H]1CSC	1%	-20%	.	.	.	5%	.	.	-3
CCC(=O)Nc1ccc(OCc2nnc3c4ccccc4c(C)nn23)cc1	-12%	-22%	9%[12.7 µM]	-12%	-7%	5%	41%[activator]	4%	-3
O=[N+]([O-])c1c(-c2cn[nH]c2)n[nH]c1-c1cn[nH]c1	-23%	-6%	?	-34%	-6%	-10%	30%	3%	7
Cc1ccc(C(=O)/C=C/NCc2ccc(F)cc2)cc1	3%	-13%	-11%[59 µM]	-6%	-11%[57.1 µM]	i	21%	2%	-3
COc1ccc2cc(C#N)c(NC(C)C)nc2c1	-8%	4%	21%[12.7 µM]	114%[activator]	?	-3%	71%[activator]	4%	-5
COc1ccccc1CNC(=O)C1CCN(c2nn3c(=O)cc(C)nc3s2)CC1	-17%	2%	13%[59 µM]	-8%	-11%	-3%	25%	?	-1
O=C(NC1CC(=O)N(c2ccc(F)cc2)C1)c1ccc(S(=O)(=O)N2CCOCC2)cc1 (centres undefined)	-1%	10%	4%[59 µM]	-1%	-7%	-1%	33%	0%	0
COc1ccc(-c2onc3ccc(C(C)=O)cc23)cc1	-2%	-14%	?	1%	-10%	i	33%	?	0
O=C(NCC1CCCO1)C1CC(=O)N(c2cccc(Cl)c2)C1 (centres undefined)	-4%	-6%	21%	-3%	1%	-4%	22%	-8%	3
Cn1ccs/c1=N\C(=O)Nc1cccc(Cl)c1	-6%	-10%	.	-6%	-9%	i	47%[activator]	-8%	-6
COc1cc2c(cc1OC)C(COc1ccc(F)cc1)N(C(C)=O)CC2 (centres undefined)	0%	-13%	-12%	10%	1%	-11%	31%	-2%	-4
CCC1CCCCN1C(=O)CSc1nnc(CNC(=O)c2ccco2)o1 (centres undefined)	13%	-4%	?	7%	-4%	3%	44%	-1%	-5
O=C(/C(=C/O)N=Nc1ccccc1Cl)c1ccccc1	?	?	40µM*	13µM*	-26%[11.4 µM]	3%	32µM*	-3%	-2
COC(=O)c1ccccc1NC(=O)c1sc(=S)n(C)c1N	-13%	-1%	7.9µM*	-36%	-6%[11.4 µM]	7%	?	-1%	-10
CCOc1ccc(C2C(=O)N(C3CCCCCC3)CC(=O)N2Cc2ccccc2)cc1OC (centres undefined)	5%	-18%	6%[59 µM]	-12%	-18%	i	54%[activator]	-9%	-7
CC(=O)c1cccc(NC(=O)CCc2c(C)nc3c(-c4ccc(F)cc4)c(C)nn3c2C)c1	-1%	-8%	-26%[59 µM]	-4%	-14%	1%	19%	5%	1
COC(=O)C1=C(C)NC2=C(C(=O)c3ccccc32)C1c1ccc(-c2ccc(C(=O)O)cc2)o1 (centres undefined)	?	32µM*	?	?	-18%[11.4 µM]	-5%	?	?	-25
CC1=C(C(N)=O)C(c2ccc(Br)cc2)n2nc(CCCO)nc2N1 (centres undefined)	6%	-4%	5%[0.501 µM]	-2%	2%	-2%	37%	-4%	-15
CSc1nn(Cc2ccccc2C)c(NC(C)=O)c1S(=O)(=O)c1ccc(C)cc1	0%	-24%	-3%[59 µM]	-2%	-11%	-2%	17%	-2%	1
O=C1c2ccccc2NC(c2cccc(F)c2)N1Cc1ccccc1 (centres undefined)	11%	-8%	16%	16%	17%	6%	47%[activator]	-1%	-1
CCCOc1ccc(C(C)=O)cc1CSCCC#N	-4%	-15%	3%[59 µM]	4%	16%	-3%	37%	16%	1
COc1ccc(C)cc1NC(=O)C1CCN(S(=O)(=O)c2cc(Br)cc3c2N(C(C)=O)CC3)CC1	-1%	-10%	-31%[59 µM]	-33%	-25%	4%	7%	-1%	-2
CC(C)C(NS(=O)(=O)c1cccs1)C(=O)Nc1nc(C(C)(C)C)cs1 (centres undefined)	-1%	2%	19%	3%	-26%	.	15%	1%	1
CC(=O)/C=C/c1ccc2ccccc2n1	9%	-7%	10%[0.501 µM]	2%	-3%	-8%	39%[activator]	2%	11
